Source: PubChem (National Center for Advancing Translational Sciences (NCATS))
PLK1 PBD inh: inhibitors of human PLK1 polo-box domain binding; Plk1 PBD binding of FITC phosphopeptide, fluorescence polarization; actives 2.8% (n = 360,000); Potency, µM, for inactives: max response, negative = inhibition, most hits filed as inhibitors; P53350; AID 720504; further: potency means the concentration at half of the fitted maximal effect; series mostly up to about 57 µM; on the % scale 0 is the no-effect control and ±100 the full control effect; nearly all actives have a fitted effect of over 65% in size
Target sequence (P53350 whole entry, looked up, the tested form may be a part): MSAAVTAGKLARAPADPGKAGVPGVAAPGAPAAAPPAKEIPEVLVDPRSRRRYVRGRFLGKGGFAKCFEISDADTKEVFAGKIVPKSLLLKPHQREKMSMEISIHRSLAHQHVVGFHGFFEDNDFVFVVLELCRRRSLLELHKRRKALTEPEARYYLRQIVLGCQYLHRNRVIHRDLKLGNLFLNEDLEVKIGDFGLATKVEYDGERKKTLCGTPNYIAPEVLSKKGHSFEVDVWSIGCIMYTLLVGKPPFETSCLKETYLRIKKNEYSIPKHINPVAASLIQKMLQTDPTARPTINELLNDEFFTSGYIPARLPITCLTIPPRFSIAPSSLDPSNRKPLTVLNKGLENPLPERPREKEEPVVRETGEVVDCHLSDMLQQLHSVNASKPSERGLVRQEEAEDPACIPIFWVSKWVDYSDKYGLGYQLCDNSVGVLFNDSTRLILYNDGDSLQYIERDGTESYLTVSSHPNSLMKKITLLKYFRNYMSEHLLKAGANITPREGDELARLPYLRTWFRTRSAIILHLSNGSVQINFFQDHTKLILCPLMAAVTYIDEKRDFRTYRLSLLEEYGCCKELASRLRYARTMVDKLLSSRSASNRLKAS
WRN helicase inh: WRN helicase (human) inhibition; Q14191; Potency, µM (highest dose often 114 µM), inactives show at the highest dose activity change, negative = inhibition, usual class: inhibitors; actives 0.46% (n = 360,000); WRN helicase unwinding, fluorescent forked duplex, kinetic; further: potency means the concentration at half of the fitted maximal effect; on the % scale 0 is the no-effect control and ±100 the full control effect; nearly all actives have a fitted effect of over 55% in size
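Enzyme (20 nM final) and test compound sit together 15 min at room temperature before substrate addition. Substrate is a single-forked duplex oligonucleotide (100 nM) labelled with fluorophore and quencher, with 2 mM ATP; helicase unwinding raises red fluorescence, read kinetically.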
FUS yeast rescue: suppressors of FUS proteinopathy in yeast. Potency, µM (highest dose often 76.6 µM), without a hit: top-dose growth rescue (activation), hits mostly activators. actives 0.24% (n = 390,000). S. cerevisiae FUS-expressing, growth rescue, OD600, 24 h. AID 1347120;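 further: potency means the concentration at half of the fitted maximal effect; plate controls were DMSO vehicle for no effect and reference control for full effect; nearly all actives have a fitted effect of over 55% in size; some results filed as inactive show a strong effect at the top dose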
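Quantitative HTS measuring growth restoration of FUS-toxic yeast. Galactose-induced cells (OD 0.005) were exposed 24hr at 30C to compounds at several concentrations, then absorbance at 600 nm was recorded.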
EPAC1 ag: activates human EPAC1 exchange factor; AID 720707; O95398; EPAC1 agonist qHTS, biochemical assay; response scale: 100% = response to 6.5 mM cAMP; Potency, µM (doses to about 154 µM), without a hit: top-dose activation, hits mostly activators; actives 0.073% (n = 360,000); further: potency means the concentration at half of the fitted maximal effect; nearly all actives have a fitted effect of over 60% in size
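Nucleotide exchange by EPAC1 (100 nM) on Rap1B–BODIPY-GDP (250 nM) in the presence of 50 uM GDP is tracked fluorescently at 480/540 nm over 30 min. Signals are normalized to a 6.5 mM cAMP control.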
PI5P4K alpha inh: blocks human PI5P4K alpha kinase activity; actives 1.2% (n = 330,000); AID 652105; max response, %; PI5P4Kalpha enzyme, ADP-Glo luminescence, 60 min; active compounds read low; active means max response of -50% or lower; inconclusive means between -30% and -50%; inactive means -30% or higher; further: value at the top dose of about 77 µM; on the % scale 0 is the no-effect control and ±100 the full control effect
Target sequence (P48426 whole entry, looked up): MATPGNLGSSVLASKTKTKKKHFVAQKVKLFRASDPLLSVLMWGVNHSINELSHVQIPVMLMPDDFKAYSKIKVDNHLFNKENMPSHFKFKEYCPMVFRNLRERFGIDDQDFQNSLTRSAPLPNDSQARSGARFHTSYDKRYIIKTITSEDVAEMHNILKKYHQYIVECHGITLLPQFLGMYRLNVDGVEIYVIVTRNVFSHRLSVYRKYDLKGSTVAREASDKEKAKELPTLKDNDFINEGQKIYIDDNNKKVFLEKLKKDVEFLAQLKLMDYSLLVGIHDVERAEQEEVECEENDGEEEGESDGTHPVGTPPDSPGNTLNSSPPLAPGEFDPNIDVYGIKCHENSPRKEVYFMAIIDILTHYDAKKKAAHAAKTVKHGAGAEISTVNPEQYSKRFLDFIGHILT
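Single end-point luminescence (ADP-Glo) quantified ADP from PI5P4Kalpha turnover; ATP 5 microM final, 1 h at RT, 0.1% CHAPS and 0.28 mM EGTA in HEPES pH 7.4.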
IL2 activator: activates IL-2 in a cell-based reporter assay; IL-2 activation reporter assay, cell-based qHTS; stimulated with anti-CD3/CD4/CD28 beads; in transgenic mouse T cells; activation, % (series mostly up to about 46 µM); actives 0.065% (n = 360,000); AID 652025; in the data active means activation above about 50%; inconclusive means mostly about 30% to 49%; further: 0% is about no effect
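Using fluorescent plate cytometry, EGFP and DsRed are detected in transgenic mouse T cells stimulated 18 h at 37 degrees C with antibody-coated beads after 60 min compound pretreatment.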
Abeta yeast res: restores growth of yeast expressing A-beta42 peptide; yeast expressing A-beta42, growth rescue, OD600, 48 h; response scale: 0% DMSO, 100% iron-clioquinol control; Potency, µM (highest dose often 46.1 µM), for inactives: at the highest dose growth rescue, most hits filed as activators; actives 0.063% (n = 410,000); further: potency means the concentration at half of the fitted maximal effect; nearly all actives have a fitted effect of over 55% in size
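Growth rescue measured by 600 nm absorbance after 48 h yeast culture at 30 C with compound. Values normalized between DMSO and an equimolar ferric chloride plus clioquinol control.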
EPAC1 antagonist: EPAC1 (human) antagonism. EPAC1 GEF assay, Rap1b-BODIPY-GDP exchange fluorescence. Potency, µM (highest dose often 115 µM), without a hit: top-dose activity change, negative = inhibition, most hits filed as inhibitors. actives 0.14% (n = 360,000). AID 720709;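 further: potency means the concentration at half of the fitted maximal effect; plate controls were vehicle for no effect and positive control for full effect; nearly all actives have a fitted effect of over 50% in size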
The depositor's hits bear a star; ? = inconclusive; / = no result given; [ ] = remark or other dose. Unless noted, the call rests on the fitted dose curve; in most records, active means well fitted curve in the direction sought with a large enough effect; inconclusive means small, poorly fitted or top-dose-only effect, or another doubt; inactive means no such curve, though single readings can be large; an effect the other way counts as inactive or inconclusive.

(1) COc1cc2c(cc1OC)C(c1cccs1)N(C(=O)c1cccc(S(=O)(=O)N(C)C)c1)CC2 (stereo not given)
(2) COc1cccc(/C=C(/C#N)c2nc3ccccc3[nH]2)c1OC(C)C(=O)O (stereo not given)
(3) CCOC(=O)C1CCN(C(=O)Nc2ccc(C)c(Cl)c2)CC1
(4) CCOC(=O)c1noc2c1CCC2
(5) Cc1c(C(=O)N2CCC(N3CCSCC3)CC2)oc2c(F)cccc12
(6) O=C(Oc1ccc(C(=S)N2CCCCC2)cc1)c1ccccc1F
(7) O=C1NC(=S)NC1(c1ccccc1)c1ccccc1
(8) Cc1cc(C)n2c(SCC(=O)N(CC(C)C)c3c(N)n(CC(C)C)c(=O)[nH]c3=O)nnc2n1

Compound	1	2	3	4	5	6	7	8
PLK1 PBD inh	-9%	-27%	8%	-11%	-8%	-9%	5%	-9%
WRN helicase inh	-16%	-7%	-15%	4%	-9%	13%	-9%	3%
FUS yeast rescue	?	6%	5%	-8%	?	-13%	-11%	?
EPAC1 ag	-1%	-16%	3%	3%	6%	6%	-2%	-14%
PI5P4K alpha inh	-2	-1	-7	-2	2	0	-7	2
IL2 activator	-1.2	0.1	0.3	0.0	-1.9	-2.2	0.3	0.0
Abeta yeast res	-7%	-21%	1%	0%	1%	2%	8%	15%
EPAC1 antagonist	-17%	-1%	20%	-12%	20%	0%	-4%	6%

(9) Cc1ccc(S(=O)(=O)n2ccc3c(OCCOCCSCC(NC(=O)OC(C)(C)C)C(=O)O)cccc32)cc1 (stereo not given)
(10) Cc1cc(C)cc(OCC(=O)N(Cc2ccco2)c2c(N)n(Cc3ccccc3)c(=O)[nH]c2=O)c1
(11) COC(=O)CNc1nc(Cl)nc(Nc2ccc(C)cc2)n1
(12) O=C(Nc1ccccc1)Nc1ccc2ccccc2n1
(13) O=C1Nc2ccc(S(=O)(=O)N3CCCC3)c3cccc1c23
(14) N#Cc1cccc(NC(=O)CCNS(=O)(=O)c2ccc3[nH]c(=O)oc3c2)c1
(15) Cc1nc(-c2ccc(F)cc2)c(CC(=O)N(C)CC(=O)Nc2ccc(F)cc2)s1
(16) O=C(NCCO)C(=O)Nc1cc2c3c(c1)CC(=O)N3CCC2

Compound	9	10	11	12	13	14	15	16
PLK1 PBD inh	-24%	-10%	-15%	-15%	-13%	-13%	3%	-17%
WRN helicase inh	-27%	-4%	7%	14%[57.1 µM]	-6%	-12%	-8%	3%
FUS yeast rescue	?	-14%	16%	-13%	-7%	33%	0%	17%
EPAC1 ag	-4%	11%	2%	8%	0%	3%	-1%	4%
PI5P4K alpha inh	-6	-3	2	-2	/	-1	-1	3
IL2 activator	-3.6	2.3	-0.2	0.2	-1.9	-2.6	-0.7	-1.0
Abeta yeast res	-3%	-2%	2%	8%	-1%	-13%	6%	5%
EPAC1 antagonist	?	-1%	-19%	21%	-2%	26%	-1%	-13%

(17) COc1cc(OC)c(OC)cc1CNc1cc(C)ccc1OC
(18) CC(=O)/C(=C/N(C)C)Sc1ccc(C)cc1
(19) COC(=O)c1ccccc1NC(=O)Nc1cc(C)cc(C)n1
(20) O=C(NCCc1ccc(OC(F)F)cc1)C1CC(=O)N(c2ccc3c(c2)OCCO3)C1 (stereo not given)
(21) CCOc1ccccc1-n1c(SCC(=O)N(CC)CC)nnc1-c1ccccn1
(22) O=C(COc1ccc2c3c(c(=O)oc2c1)CCC3)Nc1ccccn1
(23) COc1ccc(NC(=O)c2noc(C(C)C)c2[N+](=O)[O-])cc1
(24) CC1CCN(C(=O)c2cc3ccccc3o2)CC1

Compound	17	18	19	20	21	22	23	24
PLK1 PBD inh	-4%	-26%	1%	3%	1%	-3%	-4%	-6%
WRN helicase inh	-2%	-7%	0%	4%	1%	-4%	-8%	2%
FUS yeast rescue	27%	?	-9%	-14%	5%	-14%	15%	-31%
EPAC1 ag	3%	1%	-2%	-8%	2%	15%	1%	-3%
PI5P4K alpha inh	/	1	/	1	-1	-3	3	2
IL2 activator	-3.6	-0.5	0.5	0.9	2.1	1.0	-1.9	-0.3
Abeta yeast res	-16%	5%	-6%	-11%	-4%	/	-10%	5%
EPAC1 antagonist	3%	-30%	2%	3%	5%	-6%	1%	-5%

(25) COc1ccc(CNC(=O)CCNS(=O)(=O)c2ccc(Br)s2)cc1
(26) CC1(C(=O)NCc2ccccc2)CSCC(=O)N1Cc1cccc(F)c1 (stereo not given)
(27) CCCCCCCCCCCCCCCC[n+]1ccc(/C=N/O)cc1
(28) Cc1ccc2oc(=O)c3cnn(CC(=O)N(CCCN4CCOCC4)Cc4ccco4)c3c2c1
(29) CC1CCN(S(=O)(=O)c2cnc(Cl)c(Br)c2)CC1
(30) Cc1ccc(Cn2c(CCNc3nc(-c4ccc(Cl)c([N+](=O)[O-])c4)cs3)nc3cc(Cl)c(Cl)cc32)cc1
(31) O=C1Nc2ccccc2C(=O)N2c3ccccc3NC(=O)C12 (stereo not given)
(32) COC(=O)c1c(NC(=O)C2CC(C)=C(C)CC2C(=O)O)sc2c1CCCCC2 (stereo not given)

Compound	25	26	27	28	29	30	31	32
PLK1 PBD inh	30µM*	-3%	-1%	-6%	3%	?	-4%	-20%
WRN helicase inh	-2%	-7%	1%	-1%	6%	-1%	10%	4%
FUS yeast rescue	0%	2%	?	-16%	/	37%	9%	4%
EPAC1 ag	1%	5%	-8%	2%	-6%	2%	5%	0%
PI5P4K alpha inh	-5	-3	-60*	11	-4	3	-1	-1
IL2 activator	-3.2	1.3	-0.6	-1.0	0.4	-3.8	-0.3	0.4
Abeta yeast res	2%	0%	-91%[inhibitor]	8%	3%	-10%	-8%	-1%
EPAC1 antagonist	-3%	-7%	-1%	-12%	-9%	5%	12%	1%

An excerpt from above in order of length of the SMILES, high to low:
(30) Cc1ccc(Cn2c(CCNc3nc(-c4ccc(Cl)c([N+](=O)[O-])c4)cs3)nc3cc(Cl)c(Cl)cc32)cc1
(28) Cc1ccc2oc(=O)c3cnn(CC(=O)N(CCCN4CCOCC4)Cc4ccco4)c3c2c1
(23) COc1ccc(NC(=O)c2noc(C(C)C)c2[N+](=O)[O-])cc1
(26) CC1(C(=O)NCc2ccccc2)CSCC(=O)N1Cc1cccc(F)c1 (stereo not given)
(22) O=C(COc1ccc2c3c(c(=O)oc2c1)CCC3)Nc1ccccn1
(31) O=C1Nc2ccccc2C(=O)N2c3ccccc3NC(=O)C12 (stereo not given)
(29) CC1CCN(S(=O)(=O)c2cnc(Cl)c(Br)c2)CC1
(27) CCCCCCCCCCCCCCCC[n+]1ccc(/C=N/O)cc1
(24) CC1CCN(C(=O)c2cc3ccccc3o2)CC1

Compound	30	28	23	26	22	31	29	27	24
PLK1 PBD inh	?	-6%	-4%	-3%	-3%	-4%	3%	-1%	-6%
WRN helicase inh	-1%	-1%	-8%	-7%	-4%	10%	6%	1%	2%
FUS yeast rescue	37%	-16%	15%	2%	-14%	9%	/	?	-31%
EPAC1 ag	2%	2%	1%	5%	15%	5%	-6%	-8%	-3%
PI5P4K alpha inh	3	11	3	-3	-3	-1	-4	-60*	2
IL2 activator	-3.8	-1.0	-1.9	1.3	1.0	-0.3	0.4	-0.6	-0.3
Abeta yeast res	-10%	8%	-10%	0%	/	-8%	3%	-91%[inhibitor]	5%
EPAC1 antagonist	5%	-12%	1%	-7%	-6%	12%	-9%	-1%	-5%

Additional entries follow:
(33) CCN1C(=O)/C(=C\c2cccs2)C(C(=O)OC)=C1C
(34) NC(Cc1c[nH]c2ccccc12)C(=O)Nc1ccccc1 (stereo not given)
(35) CC1=NN(c2ccc(C(=O)O)c(N)c2)C(=O)C1
(36) CCn1nnnc1NCc1cccc(Cl)c1
(37) COCc1cc(C)nc(SCC(=O)Nc2cc(C(F)(F)F)ccc2N2CCOCC2)c1C#N
(38) CNC(=O)c1sccc1S(=O)(=O)Cc1c(Cl)cccc1Cl
(39) COc1ccc(CCNC(=O)CSc2n[nH]c(C)c2[N+](=O)[O-])cc1OC
(40) COc1ccc(-n2c(C(C)n3nc(C)c([N+](=O)[O-])c3C)n[nH]c2=S)cc1 (stereo not given)

Compound	33	34	35	36	37	38	39	40
PLK1 PBD inh	-8%	3%	-9%	6%	-1%	0%	-1%	-6%
WRN helicase inh	0%	9%	-17%[57.1 µM]	3%	7%	6%	0%	0%
FUS yeast rescue	-24%	-20%	41%	13%	5%	5%	3%	19%
EPAC1 ag	-4%	-14%	0%	-7%	-11%	1%	-4%	-1%
PI5P4K alpha inh	-1	8	-2	1	-6	-6	-5	-1
IL2 activator	0.3	0.1	-4.2	1.3	-3.3	-0.2	-0.7	-1.4
Abeta yeast res	-26%	5%	7%	4%	5%	-3%	3%	12%
EPAC1 antagonist	-13%	1%	-5%	18%	-24%	12%	-1%	4%

(41) CC(OC(=O)c1ccco1)C(=O)NC1CCCCC1 (stereo not given)
(42) Cc1cccc(COC[C@H](CC(C)C)N2CCN(C(=O)c3ccc(C(F)(F)F)cc3)CCC2=O)c1
(43) c1nc(NCc2ccc3c(c2)OCO3)c2cc(-c3ccoc3)ccc2n1
(44) COc1ccc(C)cc1NC(=O)c1sc2nc(C)nc(N3CCOCC3)c2c1C
(45) O=S(=O)(Nc1nc2ccccc2[nH]1)c1ccc(Cl)cc1
(46) C=CC[C@@H](CC(=O)N[C@H](CO)Cc1ccccc1)C(=O)N[C@H](COC(=O)[C@@H](CC=C)Cc1ccc(F)cc1)C(C)(C)C
(47) COC(=O)[C@H]1C[C@@]2(O)CN(S(=O)(=O)c3ccc(C)cc3)C[C@@]2(OC(=O)NC2CCCC2)C[C@H]1C(=O)OC
(48) O=S(=O)(NN1CCOCC1)c1ccc(Cl)s1
(49) CS(=O)(=O)N1CCC(C(=O)Nc2cccc(Cl)c2Cl)CC1

Compound	41	42	43	44	45	46	47	48	49
PLK1 PBD inh	-9%	-7%	/	-6%	-7%	-13%	-5%	21µM*	-2%
WRN helicase inh	9%	-8%	/	1%	6%	-33%	-7%	-13%	-4%[57.1 µM]
FUS yeast rescue	26%	?	-2%	-8%	24%	16µM*	12%	1%	9%
EPAC1 ag	4%	-15%	3%	3%	9%	-27%	-1%	4%	10%
PI5P4K alpha inh	/	14	/	3	/	2	-3	1	2
IL2 activator	-1.9	-0.3	-1.4	0.0	-1.5	-3.1	-0.4	1.7	0.4
Abeta yeast res	-13%	16%	5%	-3%	-16%	12%	2%	18%	14%
EPAC1 antagonist	16%	-22%	-8%	-14%	12%	-17%	-9%	-7%	-13%
